Source: PubChem BioAssay (National Center for Advancing Translational Sciences (NCATS))
p53 reactivation – restores transcriptional activity of mutant p53; H1299 p53-A138V BP100-luciferase reporter, luminescence, 24 h; Potency, µM (series often up to 92.2 µM), for the others: top-dose activity change, positive = activation, most hits filed as activators; actives 0.063% (n = 320,000); also: potency is read from the fitted curve at half-maximal effect; % of control where 0% means no effect; nearly all actives have a fitted effect of over 45% in size
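H1299 (p53-null), stable ts p53-A138V + BP100-Luc; 1000 cells/well, Opti-MEM/10% FBS; cpd 4 pt, 1:5; 24 h, 37 deg C, 5% CO2; detection reagent 10 min RT; luminescence.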
BRCA1 expr act – activators of BRCA1 expression. MCF7-BRCA1-FFLuc reporter, luminescence, 48 h; response scale: scaled: vehicle 0%, 10 µM genistein 100%. Potency, µM (highest dose often 46.1 µM), for inactives: at the top dose activation, usual class: activators. actives 1.1% (n = 380,000); also: potency is read from the fitted curve at half-maximal effect; nearly all actives have a fitted effect of over 80% in size; some results filed as inactive show a strong effect at the top dose
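Using MCF7 cells harboring a BRCA1 firefly luciferase reporter, plated 2 h before compound pinning, the screen measured luminescence after 48 h incubation. Responses were normalized to DMSO and 10 microM genistein, then fitted for concentration-effect.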
ELG1 genotox – inducers of genotoxicity in HEK293T ELG1-luciferase cells. HEK293T ELG1-luciferase reporter, luminescence, 16 h. Potency, µM (series often up to 46 µM), for inactives: top-dose activity change, positive = activation, actives largely listed as activators. actives 1.3% (n = 330,000). AID 504466; also: potency is read from the fitted curve at half-maximal effect; % of control where 0% means no effect; nearly all actives have a fitted effect of over 60% in size
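DMSO vehicle served as control against compound-treated ELG1-luciferase HEK293T cells; exposure lasted 16 hr at 37 °C and 5% CO2, followed by ONE-Glo luminescence detection after 30 min.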
B2AR arrestin – agonists driving beta-arrestin recruitment to human beta2-adrenergic receptor; P07550; beta-arrestin recruitment to beta2AR, cell-based reporter; Potency, µM (series often up to 46.1 µM), for inactives: top-dose activation, most hits filed as activators; actives 0.02% (n = 330,000); AID 492947;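 also: potency is read from the fitted curve at half-maximal effect; 0% = DMSO controls and full agonism = EC100 isoproterenol or metaproterenol; nearly all actives have a fitted effect of over 65% in size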
Eya2 phos inh – inhibitors of human Eya2 phosphatase activity | actives 0.006% (n = 330,000) | Potency, µM (doses to about 76.9 µM), without a hit: top-dose activity, negative = inhibition, hits mostly inhibitors | AID 488837 | recombinant Eya2, OMFP fluorescence dephosphorylation (OMFP is methylfluorescein phosphate); also: potency is read from the fitted curve at half-maximal effect; % is scaled to controls: 0 for no effect and ±100 for the full control effect
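Eya2 protein (added as 0.2 uM solution) was preincubated with compound for 10 min at ambient temperature in 50 mM HEPES pH 7.5, 50 mM NaCl, 5 uM MgCl2, 0.05% BSA, 1 mM DTT. OMFP (added at 50 uM) then reacted 10 min; fluorescence read at 485/525 nm.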
TSG101-PTAP inh – blocks PTAP/TSG101 interaction to inhibit HIV-1 budding | Q99816 | Fluorescence polarization, FITC-PTAP peptide / Tsg101 binding | Potency, µM (titrated, usually from 115 µM), inactives show top-dose activity change, negative = inhibition, actives largely listed as inhibitors | 340,000 tested, under 10 active | AID 493005; active = well fitted inhibition curve with a large enough effect in the main read-out, with a control signal flat, not every such curve was filed as active; inconclusive = small, poorly fitted or top-dose-only effect, or effect the other way, or a change in a side signal; inactive = no such curve, though single readings can be large or run the other way; also: potency is read from the fitted curve at half-maximal effect; % of control where 0% means no effect
Target sequence (Q99816 whole entry, looked up): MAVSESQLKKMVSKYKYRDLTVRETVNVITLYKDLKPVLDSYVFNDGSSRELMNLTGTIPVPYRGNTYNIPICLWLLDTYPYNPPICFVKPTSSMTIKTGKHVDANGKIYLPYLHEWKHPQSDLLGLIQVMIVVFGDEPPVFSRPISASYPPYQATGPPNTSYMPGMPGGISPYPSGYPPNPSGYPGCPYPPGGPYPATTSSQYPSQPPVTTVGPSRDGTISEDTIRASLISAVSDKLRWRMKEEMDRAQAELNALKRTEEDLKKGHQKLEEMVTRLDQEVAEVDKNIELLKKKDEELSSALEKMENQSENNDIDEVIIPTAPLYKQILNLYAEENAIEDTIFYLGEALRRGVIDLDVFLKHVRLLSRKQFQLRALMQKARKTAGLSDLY
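FP read-out: FITC-PTAP peptide, 50 nM final, binding Tsg101 binding domain, 10 uM final; 20 min, r.t.; 10 mM HEPES pH 7.5, 0.15 M NaCl, 0.01% Tween 20, 3 mM EDTA, 0.1 mM TCEP.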
USP2a block – blocks human ubiquitin-specific protease USP2a | USP2 core, Ub-CHOP2 coupled fluorogenic reporter, 485/531 | Potency, µM (series often up to 38.3 µM), inactives show at the top dose activity change, negative = inhibition, actives largely listed as inhibitors | actives 0.01% (n = 330,000);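 also: potency is read from the fitted curve at half-maximal effect; plate controls were DMSO wells for no effect and full inhibition by NEM control for full effect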
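Cell-free coupled assay: 10nM USP2 core preincubated 30min RT with compound in Tris-HCl pH 8.0/CaCl2/CHAPS buffer, then 25nM Ub-CHOP2 and 25nM reporter substrate; fluorescence (Ex 485/Em 531) read after 60min RT, normalized to NEM inhibition, concentration-response curves fitted.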
uPA surface inh – cell surface uPA generation inhibition; Potency, µM (top dose mostly 38.3 µM), inactives show at the top dose activity change, negative = inhibition, usual class: inhibitors; cell surface uPA generation assay, qHTS; actives 0.31% (n = 330,000); active = well fitted inhibition curve with a large enough effect; inconclusive = small, poorly fitted or top-dose-only effect; inactive = no such curve, though single readings can be large or run the other way; tested in mouse RAW 264.7 cells; also: potency is read from the fitted curve at half-maximal effect; % is scaled to controls: 0 for no effect and ±100 for the full control effect; nearly all actives have a fitted effect of over 55% in size
TRPV1 ag – agonists of human vanilloid receptor 1 (TRPV1); TRPV1-expressing cells, Fluo-8 calcium influx, agonist mode; actives 0.19% (n = 320,000); Q8NER1; activation, % at 8.33 µM; AID 540275; in the data active = activation above about 80%; inconclusive = between about 30% and that limit; also: 0% is about no effect
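TRPV1-expressing cells were cultured overnight at 35.5C and loaded with Fluo-8 calcium dye for 40 to 90 min at room temperature. After a 10 s baseline, compound was added and calcium influx was read kinetically for 3 min (ex 480/em 520 nm).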
ASM inhibitor – blocks human secretory acid sphingomyelinase | actives 0.006% (n = 340,000) | placental ASM, HMU-PC fluorogenic substrate, 60 min | Potency, µM (series often up to 57.5 µM), inactives show at the top dose activity change, negative = inhibition, usual class: inhibitors | P17405; also: potency is read from the fitted curve at half-maximal effect
Target sequence (P17405 47-631 limits assumed): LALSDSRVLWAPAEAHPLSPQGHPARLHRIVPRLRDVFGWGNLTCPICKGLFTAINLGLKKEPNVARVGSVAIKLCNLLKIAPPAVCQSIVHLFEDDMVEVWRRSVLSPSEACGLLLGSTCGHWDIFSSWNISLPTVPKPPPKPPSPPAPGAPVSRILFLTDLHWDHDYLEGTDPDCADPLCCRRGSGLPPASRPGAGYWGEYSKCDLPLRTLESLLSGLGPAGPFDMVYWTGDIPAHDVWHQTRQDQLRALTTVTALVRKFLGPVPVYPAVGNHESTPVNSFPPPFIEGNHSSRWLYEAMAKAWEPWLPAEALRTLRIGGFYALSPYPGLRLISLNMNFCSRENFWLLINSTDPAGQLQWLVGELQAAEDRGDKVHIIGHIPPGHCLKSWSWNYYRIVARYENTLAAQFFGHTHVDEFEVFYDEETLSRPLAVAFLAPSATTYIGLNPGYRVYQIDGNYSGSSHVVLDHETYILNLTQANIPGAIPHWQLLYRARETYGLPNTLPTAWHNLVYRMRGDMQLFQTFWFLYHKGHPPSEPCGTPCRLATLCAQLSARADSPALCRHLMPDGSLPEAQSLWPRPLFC
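qHTS format. ASM enzyme prepared from human placenta hydrolyses the fluorogenic substrate HMU-PC0 (9 uM final) over 60 min at 37 °C after a 10 min compound preincubation.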
a7 integrin act – activators of alpha7 integrin expression for muscular dystrophy; Potency, µM (top dose mostly 38.3 µM), for inactives: top-dose activation, actives largely listed as activators; alpha7betagal myoblasts, beta-gal FDG fluorescence, 48 h; actives 0.064% (n = 350,000); AID 624291;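 also: potency is read from the fitted curve at half-maximal effect; 100% = response of the positive control SU9516; nearly all actives have a fitted effect of over 60% in size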
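Alpha7betagal+/- myoblasts (passage 13) were plated 16-24 hr, then exposed to compounds (1:260 dilution of DMSO stock) for 48 hours at 37C. After MPER lysis, β-galactosidase reporter activity was read as FDG fluorescence (ex 480/em 540) after 30 minutes.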
* = called active by the depositor; ? = inconclusive; . = not tested or not shown; [ ] = remark or other dose. Unless noted, calls follow the shape of the dose curve; as a rule, active = well fitted curve in the direction sought with a large enough effect; inconclusive = small, poorly fitted or top-dose-only effect, or another doubt; inactive = no such curve, though single readings can be large; an effect the other way counts as inactive or inconclusive. Some of the compounds tested, so the mix of outcomes need not match the whole.

SMILES	p53 reactivation	BRCA1 expr act	ELG1 genotox	B2AR arrestin	Eya2 phos inh	TSG101-PTAP inh	USP2a block	uPA surface inh	TRPV1 ag	ASM inhibitor	a7 integrin act
Clc1ccc(NC2=NCCCS2)cc1Cl	?	67%	3%	-0.7%	10%	-2%	1%	.	2	0%	-173%[inhibitor]
CCc1c(C)nc(N)nc1N1N=C1SCC(N)=O	2%	19%	0%	0.2%	20%	-4%	-1%	-1%	-2	6%	11%
CC(=O)OC1CCC2(C)C(CC(=O)C3C2CCC2(C)C(OC(C)=O)CCC32)C1 (stereo unspecified)	.	0%	.	.	.	-2%	.	-2%	.	-4%	14%
CC(=O)Nc1ccccc1OP1(=O)COc2ccccc2OC1	-4%	6%	-3%	0.1%	12%	-4%	4%	1%	4	2%	37%
CN1CCCC(C(O)(c2ccccc2)c2ccccc2)C1 (stereo unspecified)	-9%	-5%	0%	0.2%	20%	-1%	-2%	8%	4	3%	15%
Cn1c(O)c(/C=C2/C=CC=N2)c(=O)[nH]c1=O	-3%	-10%	0%	-0.6%	8%	-2%	-1%	-2%	.	0%	?
CC(C)N1CCN(Cc2ccccc2C(F)(F)F)CC1CCO (stereo unspecified)	3%	-17%	-3%	-0.1%	3%	-3%	-1%	3%	3	15%	?
Cn1cc(NC(=O)CCl)cn1	-14%	-19%	-1%	0.4%	9%	0%	2%	-9%	-1	-2%	-62%[inhibitor]
O=C1NC(=S)NC(=O)C1=Cc1ccc(Br)s1	25%	.	?	-0.5%	11%	1%	0%	21%	0	-3%	-63%[inhibitor]
Cc1ccc(-c2nc3ccccc3c(=O)n2-c2cccc(O)c2)cc1	9%	0%	-5%	0.0%	0%	-2%	4%	-1%	10	-2%	6%
CCC(=O)Nc1nc2ccccc2n1Cc1ccc(Cl)cc1	0%	-32%	?	0.2%	1%	-10%	-3%	?	2	2%	-9%
CCOC(=O)[C@]12Cc3c(cc(OC)c(OC)c3OC)[C@H]1N(Cc1ccccc1)C(=O)c1ccccc12	.	0%	.	.	.	-5%	.	-20%	.	-5%	11%
CC(Cc1ccccc1Sc1ccccc1O)N(C)C (stereo unspecified)	-2%	-8%	-2%	0.5%	-16%	0%	0%	-3%	11	3%	-59%[inhibitor]
COC(=O)C1=C(c2ccccc2OCc2ccccc2)C[C@@H]2CC[C@H]1N2C(=O)NCc1cccc(F)c1	-5%	0%	-9%	1.1%	9%	0%	7%	0%	20	-4%	-7%
COC(=O)C[C@H](NC(=O)Cn1cnc(C(=O)Nc2ccc(C)c(C)c2)n1)C(=O)OC	11%	22%	?	-1.1%	6%	1%	-6%	?	.	4%	23%
COc1cc(/C=C2/C(=O)NC(=O)N(c3ccc(C)cc3)C2=O)cc(OC)c1OC	1%	9%	1%	-0.2%	6%	0%	3%	9%	3	4%	-14%
CN1CCN(c2ccc([N+](=O)[O-])c(Sc3nncn3C)c2)CC1	18%	1%	0%	-0.2%	?	-3%	2%	1%	11	-2%	21%
CC1CN=C(NCc2ccncc2)S1 (stereo unspecified)	4%	7%	2%	0.3%	17%	-7%	0%	1%	-2	4%	12%
COCCn1cc(C(=O)N2CCC3(CC2)OCCO3)c2c3ccccc3n(C)c2c1=O	-14%	-12%	-2%	-3.6%	-9%	-2%	1%	6%	-1	17%	3%
CC(C)C[C@H]1CNC(=S)N1CC1CCCN1C[C@H](Cc1ccccc1)N1C[C@H](Cc2ccc(O)cc2)N(CC2CCCCCC2)C1=S (stereo partly specified)	.	-41%	.	.	.	-4%	.	?	.	?	16%
COC(=O)C1=C(c2ccc(S(C)(=O)=O)cc2)C[C@@H]2CC[C@H]1N2C(=O)NC(C)C	.	5%	.	.	.	0%	.	0%	.	3%	11%
ClC(Cl)(Cl)c1ccccc1	-2%	5%	3%	0.0%	23%	-5%	1%	3%	2	-6%	.
O=C(CCCCCCCCCCC(=O)NCc1cccnc1)NCc1cccnc1	-2%	-4%	-1%	-0.1%	2%	-3%	1%	1%	4	-1%	-56%[inhibitor]
CN(C)C(CNC(=O)Cc1ccc(Br)cc1)c1ccccc1 (stereo unspecified)	2%	17%	4%	-0.3%	6%	0%	0%	0%	8	24%	5%
N#Cc1ccccc1Cn1cc(C(=O)C2CC2)c2ccccc21	0%	.	0%	0.1%	-2%	-5%	-3%	3%	-2	-5%	-23%
Cc1cccc(N2C(=O)NC(=O)/C(=C\c3ccc(N4CCOCC4)cc3)C2=O)c1	1%	0%	0%	-0.2%	15%	2%	0%	0%	-1	-1%	0%
O=[N+]([O-])[N-][n+]1cnn(Cc2ccccc2)c1	1%	1%	7%	-1.0%	4%	-2%	0%	21%	2	-5%	14%
O=c1cccc2n1C[C@@H]1C[C@@H]2CN(CC(O)c2ccc([N+](=O)[O-])cc2)C1 (stereo partly specified)	2%	12%	0%	-0.4%	-2%	-10%	1%	1%	1	0%	-1%
CCN(CC)C(=O)N[C@H]1C[C@@H]2c3cccc4[nH]cc(c34)C[C@H]2N(C)C1	5%	9%	0%	-0.6%	-1%	-7%	4%	-1%	0	5%	.
Cc1cc(Cl)ccc1OCCCC(=O)NCc1cccs1	-2%	-15%	-7%	2.1%	-3%	-2%	-1%	-5%	?	-5%	11%
OC(CNC1CCCCCCC1)c1ccccc1 (stereo unspecified)	-2%	.	-5%	-0.6%	0%	.	2%	.	5	.	.
Cn1cccc1/C=C1/C(=O)NC(=S)N(Cc2ccc(F)cc2)C1=O	-3%	0%	4%	-0.6%	7%	2%	-18%	3%	0	-8%	21%
CC1CCCN(c2ccc(C(=O)N3CCC4(CC3)OCCO4)cc2[N+](=O)[O-])C1 (stereo unspecified)	2%	-15%	-7%	0.4%	8%	-2%	1%	-2%	?	-3%	-12%
CCC(=NCc1ccco1)c1c(O)n(-c2ccc(OC)cc2)c(=O)[nH]c1=O	-1%	0%	2%	0.1%	15%	-2%	0%	0%	-3	-4%	16%
COc1ccccc1Nc1nc(-c2sc(NC(=O)c3ccco3)nc2C)cs1	?	-35%	-9%	-0.5%	-4%	-2%	1%	?	18	-21%	-14%
O=C(NCC1CCCO1)c1cc2c([nH]c3ccccc32)c(-c2cccc(Cl)c2)n1 (stereo unspecified)	.	-80%	-15%	0.3%	4%	-2%	3%	?	?	95%[activator]	-36%
CCN1CC2C3CCC(C)(O3)C2C1 (stereo unspecified)	-3%	-30%	0%	-0.7%	12%	-4%	6%	3%	-12	9%	8%
CCOc1ccc(-n2c(O)c(C=Nc3ccc(N4CCOCC4)cc3)c(=O)[nH]c2=O)cc1	4%	-8%	1%	0.2%	16%	-2%	0%	1%	3	-8%	-21%
COc1ccccc1OCCCn1cc(C(=O)C2CC2)c2ccccc21	4%	-38%	-8%	-0.2%	-4%	2%	-5%	5%	5	-4%	-18%
O=C(NCCO)c1nsnc1NCCCl	1%	10%	2%	0.0%	-6%	1%	3%	7%	1	-1%	15%

Of the compounds above, 2 have an aryl thioether with sulfur outside any ring:
SMILES	p53 reactivation	BRCA1 expr act	ELG1 genotox	B2AR arrestin	Eya2 phos inh	TSG101-PTAP inh	USP2a block	uPA surface inh	TRPV1 ag	ASM inhibitor	a7 integrin act
CC(Cc1ccccc1Sc1ccccc1O)N(C)C (stereo unspecified)	-2%	-8%	-2%	0.5%	-16%	0%	0%	-3%	11	3%	-59%[inhibitor]
CN1CCN(c2ccc([N+](=O)[O-])c(Sc3nncn3C)c2)CC1	18%	1%	0%	-0.2%	?	-3%	2%	1%	11	-2%	21%

Next records
SMILES	p53 reactivation	BRCA1 expr act	ELG1 genotox	B2AR arrestin	Eya2 phos inh	TSG101-PTAP inh	USP2a block	uPA surface inh	TRPV1 ag	ASM inhibitor	a7 integrin act
Cc1cccc(OCC(=O)N2CCN(Cc3cccnc3)CC2)c1	-2%	48%	0%	-0.1%	-8%	0%	-1%	3%	2	-1%	9%
Cc1cccc(OC(=O)N2CCOCC2)c1	15%	4%	0%	-0.3%	-13%	-5%	-6%	0%	2	6%	-11%
Cc1ccc(C(C)(C)NC(=O)C2CCC(=O)N(C3CCCCCC3)C2)cc1 (stereo unspecified)	?	?	?	-0.5%	2%	-4%	2%	-4%	0	7%	?
C/C(=N/Nc1ccnc2cc(Cl)ccc12)c1ccc(N)cc1	8%	-29%	2%	-1.8%	-6%	-2%	-6%	?	3	37%	-47%[inhibitor]
O=C1NC(=S)N(Cc2ccco2)C(=O)/C1=C\c1cccs1	-4%	.	0%	0.1%	11%	.	?	.	-1	.	.
